Bioassay records (PubChem BioAssay)
GluA2 TARP mod: modulators of GluA2-stargazin AMPA receptor complexes, primary screen, cell-based, membrane potential dye; AID 1259245, 2017; HEK293 GluA2+stargazin, membrane potential dye (FDSS), glutamate EC50; hits were called plate by plate, in both directions; 40,000 tested, 3.5% active; calls only at 30 µM;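 active = any of four per-well response measures lying three or more SD from its plate-wide compound average, in either direction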
GluA2 TARP mod agonism max-min: second read-out of GluA2 TARP mod, no call of its own (marks repeat the call); compound max-min signal; compound-alone response (agonism);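 unitless range of fluorescence divided by baseline over first 100 seconds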
GluA2 TARP mod glutamate slope: recorded beside GluA2 TARP mod, whose call it bears; glutamate slope, % of max; measured here: glutamate response slope, % max;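 scaled per plate between vehicle wells and maximal 1 mM glutamate control wells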
Starred values were filed as active, the others as inactive; i = inactive.

SMILES | GluA2 TARP mod | GluA2 TARP mod agonism max-min | GluA2 TARP mod glutamate slope
COc1cc(Cl)c(C)cc1NC(=O)c1c(C)cc(C)cc1C | i | 0.0731 | 80.3

Some of the compounds tested; rates above refer to the full screens.
